High-throughput results deposited in PubChem by several laboratories.
RORa activator – activators of human nuclear receptor RORA | CHO-K1 Gal4-RORA LBD luciferase reporter, luminescence; percent increase over mock-subtracted basal signal | activation, % at 10 µM | 65,000 tested, 1.5% active | AID 560;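 active means activation above the mean of all tested compounds plus 3 SD, cut at about 49% in these data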;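 further: 0% = DMSO-treated RORA cells and 100% = added signal equal to DMSO minus mock-transfected cells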
HTR1E antagonist – 5-HT1E (human) receptor antagonism. P28566. CHO 5-HT1E Ga15 NFAT-bla reporter, FRET, antagonist. inhibition, % at 6 µM. 65,000 tested, 0.99% active. AID 571;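 active means inhibition above a set limit, the mean inhibition across every tested compound plus 3 SD, cut at about 29% in these data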;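 further: signal is the 460 over 535 nm emission ratio of beta-lactamase substrate; 0% = agonist plus DMSO wells and 100% = wells without agonist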
Target sequence (P28566 whole entry, looked up): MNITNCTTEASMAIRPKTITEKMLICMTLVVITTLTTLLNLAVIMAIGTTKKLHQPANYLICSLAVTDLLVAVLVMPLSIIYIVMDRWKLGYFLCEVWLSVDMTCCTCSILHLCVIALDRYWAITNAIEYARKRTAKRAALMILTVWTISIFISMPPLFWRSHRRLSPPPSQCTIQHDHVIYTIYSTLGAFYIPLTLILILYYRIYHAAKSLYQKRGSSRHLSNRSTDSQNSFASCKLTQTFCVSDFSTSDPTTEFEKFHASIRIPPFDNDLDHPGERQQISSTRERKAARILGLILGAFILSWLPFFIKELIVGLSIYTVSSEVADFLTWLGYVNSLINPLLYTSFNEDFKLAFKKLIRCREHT
SF-1 act – activators of human nuclear receptor SF-1 | CHO-K1 Gal4-SF-1 LBD luciferase reporter; % increase over DMSO SF-1-specific signal | activation, % at 10 µM | 65,000 tested, 1.9% active | AID 522;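 active means activation above the mean activation of all tested compounds plus 3 SD, cut at about 50% in these data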
Target sequence (Q13285 whole entry, looked up, the tested form may be a part): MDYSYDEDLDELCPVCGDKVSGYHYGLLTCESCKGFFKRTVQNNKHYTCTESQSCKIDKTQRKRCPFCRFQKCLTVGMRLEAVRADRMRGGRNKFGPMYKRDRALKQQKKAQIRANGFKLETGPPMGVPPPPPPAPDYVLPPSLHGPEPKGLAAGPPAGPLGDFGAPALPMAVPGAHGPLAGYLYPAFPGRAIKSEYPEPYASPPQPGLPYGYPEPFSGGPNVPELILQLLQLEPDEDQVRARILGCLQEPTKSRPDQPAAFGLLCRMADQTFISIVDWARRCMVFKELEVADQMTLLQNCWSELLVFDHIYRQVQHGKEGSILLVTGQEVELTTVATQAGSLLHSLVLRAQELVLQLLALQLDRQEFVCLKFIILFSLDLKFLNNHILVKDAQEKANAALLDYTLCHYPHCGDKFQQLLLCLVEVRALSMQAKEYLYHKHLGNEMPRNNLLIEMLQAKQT
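Assay system – CHO-K1 cells with Gal4–hSF-1 LBD chimera plus Gal4-driven luciferase · Quantity – 4,000 cells per well · Times – compound added 1 h post-seeding, 20 h exposure at 37 °C, 5% CO2 · Measured by – luciferase light emission · Benchmarks – DMSO and mock-transfected background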
MMP13 inh – blocks human MMP13 activity; MMP-13 fTHP FRET cleavage, Mca fluorescence; 65,000 tested, 0.07% active; inhibition, % at 4 µM;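 active means inhibition above the mean of compound-free control plate wells plus 3 SD, cut at about 14% in these data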;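 further: 0% = DMSO wells and 100% = wells with reference MMP-13 inhibitor after basal subtraction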
HTR1E agonist – 5-HT1E (human) receptor agonism; CHO 5-HT1E Ga15 NFAT-bla reporter, FRET; 0% DMSO wells, 100% control agonist wells; activation, % at 6 µM; 65,000 tested, 0.69% active;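 active means activation above a set limit, the screen-wide mean activation plus 3 SD, cut at about 8.5% in these data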;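 further: 100% = positive control agonist at 1 µM giving full maximal response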
5HT1a antag – blocks the human serotonin 5-HT1a receptor; P08908; CHO 5-HT1a Ga15 NFAT-bla reporter, antagonist mode; inhibition, % at 10 µM; 62,000 tested, 0.68% active; AID 612;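 active means inhibition above the mean of all tested compounds plus 3 SD, cut at about 43% in these data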;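 further: receptor stimulated by 5-CT agonist at 100 nM near EC80; beta-lactamase reporter measured by ratiometric fluorescence of a cleavable substrate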
NADH enzymes – inhibition of NAD/NADH coupling enzymes, library profiling; coupled PK/LDH NADH assays, four targets; IC50, µM (doses to about 10 µM), for the others: top-dose inhibition; 65,000 tested, 0.02% active; AID 774;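 active means single-dose screening hits from any of four coupled enzyme assays that gave an IC50 when retested across doses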;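 further: the DPM-DC format reads NADH fluorescence rather than 340 nm absorbance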
tolC growth inh – E. coli tolC mutant growth inhibition; E. coli BW25113 tolC mutant growth, OD615; growth inhibition, % at 10 µM (by protocol); 65,000 tested, 2.2% active; AID 573;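 active means growth inhibition at or above a cutoff equal to the mean over every tested compound plus 3 SD, cut at about 60% in these data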;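 further: growth measured after 20 h incubation at 37 °C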
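test system = E. coli BW25113 ΔtolC::kan bacteria | medium = LB with kanamycin 50 µg/mL | signal = OD at 615 nm | schedule = 37 °C, 20 h exposure | evaluation = % inhibition of E. coli growth | compound dosing = one dose of 10 µM final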
5HT1a ag – agonists of human 5-HT1a serotonin receptor. activation, % at 10 µM. P08908. CHO 5-HT1a Ga15 NFAT-bla reporter, FRET ratio; 0% basal, 100% maximal reference agonist. AID 567. 65,000 tested, 0.56% active;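 active means activation above the screen-wide mean activation plus 3 SD, cut at about 19% in these data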;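 further: 0% = DMSO wells and 100% = 5-CT at EC100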
Numbers without * were called inactive; nt = no result given; [ ] = dose if it differs, or a comment.

Second line of a record: 5HT1a antag	MMP13 inh	RORa activator	HTR1E antagonist	HTR1E agonist	NADH enzymes	tolC growth inh	5HT1a ag	SF-1 act
> Cc1cc(CN2C(=O)c3ccccc3C2=O)on1
 : -2	1	-22	-1	-0.9	10%	0	-0.8	-27
> O=c1[nH]c(SCc2cc(=O)n3ccccc3n2)nc2c1CCC2
 : -3	0	-12	6	0.6	3%	-6	1.8	14
> Cc1ccccc1Cn1nc(C)c(NC(=O)c2noc3c2CCCC3)c1C
 : -8	-2	2	-6	0.3	3%	5	-0.1	-3
> O=C(c1cccc(C(F)(F)F)c1)N1CCCC1
 : 7	-4	-2	8	0.4	5%	-8	-2.5	-10
> O=C(CSc1nc2ccccc2o1)N1CCCC1
 : -2	1	14	13	0.4	6%	-6	-1.6	25
> CCN(C(=O)CN1CCN(C)CC1)c1cccc2ccccc12
 : -18	2	6	10	0.4	16%	-11	-0.1	31
> Cc1nc(NC(=O)c2cc3c(s2)CCCCC3)sc1C(=O)N(C)C
 : -5	2	48	-4	-0.4	10%	9	-0.3	60*
> CCOCCn1c(CN2CCN(c3cccc(Cl)c3)CC2)nc2c1c(=O)n(C)c(=O)n2C
 : 14	-3	-6	6	-0.1	2%	11	-1.3	26
> C=C(C)Cn1c(N2CC(C)CC(C)C2)nc2c1c(=O)[nH]c(=O)n2C (centres undefined)
 : -2	2	-8	14	2.1	2%	14	-0.1	-23
> CC(OC(=O)c1nsc(Cl)c1Cl)C(=O)NCc1cccs1 (centres undefined)
 : 2	1	-25	3	-0.5	4%	-21	-1.4	-6
> CN1CCN(c2ccccc2NC(=O)C(Cc2ccccc2)n2cccc2)CC1 (centres undefined)
 : 13	1	13	-12	2.0	6%	8	2.2	5
> COc1ccc(-n2c(Cc3cccn3C)nnc2SCC(=O)Nc2cc(Cl)ccc2OC)cc1
 : 2	9	-18	4	0.8	6%	42	-0.2	4
> CC(/C(O)=C(\C#N)c1nc2ccccc2n1C)N1C(=O)c2ccccc2C1=O (centres undefined)
 : 2	1	-21	4	-0.7	1%	19	-4.2	-9
> Cc1cc(C)n(C(=O)c2cccc(S(=O)(=O)N3CCCC3)c2)n1
 : -3	-2	-13	0	0.8	5%	-17	0.6	-3
> O=C(Cn1ncc2c1-c1ccccc1OC2)Nc1ccc(S(=O)(=O)N2CCCCC2)cc1
 : -9	-3	17	-12	-0.2	5%	54	-1.8	12
> OCC(CO)(CO)N=Cc1c(O)ccc2ccccc12
 : 4	5	0	-2	-0.5	3%	-7	1.3	-9
> O=S(=O)(NCC1CCCO1)c1cccc(C(F)(F)F)c1 (centres undefined)
 : 6	0	0	1	-1.3	3%	-9	-0.1	4
> CCn1c2ccccc2c2cc(NC(=O)CSc3nnnn3-c3ccccc3)ccc21
 : 34	-4	-63	-10	0.9	5%	23	-1.0	-70
> CC(=O)N1CCN(C(=O)COc2ccc(Br)cc2)CC1
 : -40	1	-10	-2	-0.1	2%	-8	-3.3	-12
> O=C(O)C1C2CCC(C2)C1C(=O)Nc1cc(F)ccc1F (centres undefined)
 : -13	1	-8	-7	0.4	2%	-15	-1.8	-8
> O=C1CN(C(=O)c2ccc(Br)o2)C(c2ccc(F)cc2)c2cc(Cl)ccc2N1 (centres undefined)
 : 14	1	-5	1	-0.4	8%	26	4.9	11
> Cc1cc(COc2ccccc2OCCN2CCN(C)CC2)no1
 : nt	1	-8	-5	0.2	4%	8	1.1	10
> CC1(C)N([O-])C(c2cccs2)=C[N+]1=O
 : 8	-2	-6	8	-1.0	7%	4	0.9	22
> c1cnc(N2CC[N+]3(CCCC3)CC2)nc1
 : 1	0	-1	1	0.3	9%	-17	-0.5	6
> COc1ccc(C2C(C#N)=C(N)Oc3c2oc(CO)cc3=O)c(OC)c1OC (centres undefined)
 : 9	-2	-23	7	-1.0	7%	-28	-1.2	-22
> CC1(C)C/C(=N\O)c2cc3c(nc2C1)CCCC3
 : -18	-1	-7	0	0.2	3%	7	6.1	-29
> COc1cc(=O)[nH]c(=O)n1C(=O)Cc1ccccc1
 : -4	10	-5	3	0.2	5%	-8	0.9	-11
> Cc1c(C(=O)OCC(=O)N2CC(C)OC(C)C2)oc2ccc(Br)cc12 (centres undefined)
 : -30	0	6	-12	-0.1	13%	10	-4.4	-11
> O=S(=O)(c1ccc(S(=O)(=O)N2CCN(Cc3ccccc3)CC2)cc1)N1CCOCC1
 : -197	4	-2	-14	0.8	5%	-14	-1.1	5
> O=c1[nH]c(=O)n([C@H]2C[C@H](O)[C@@H](CO)O2)cc1F
 : nt	1	-5	5	0.0	3%	11	-2.4	15
> CCOC(=O)c1c(OCC)[nH]c2c1cc(O)c1ccccc12
 : 5	3	-7	6	-0.7	5%	29	1.9	-19
> COc1cc(CO)cc(-c2cc(CO)cc(OC)c2OC)c1OC
 : -1	-7	-2	-1	-1.2	3%	-40	-4.2	-16
> CSCC[C@H](NC(=O)C1CCN(S(=O)(=O)c2ccc(C)cc2)CC1)C(=O)NCC1CCCO1 (some centres undefined)
 : -13	4	-4	-3	-0.8	7%	-16	-0.7	20
> O=C(CSc1nnc(CNc2ccccc2)o1)N1CCc2ccccc21
 : -8	0	-10	-1	0.0	6%	9	-0.9	-14
> CCCSc1nc2c(c(=O)n1-c1ccc(OCC)cc1)SCC2
 : -14	0	-7	-16	1.0	2%	-4	2.0	-4
> C[C@@H]1C[C@H]2[C@@H]3CCC4=CC(=O)C=C[C@]4(C)[C@@]3(F)[C@@H](O)C[C@]2(C)[C@H]1C(=O)CO
 : nt	-2	-4	1	0.8	2%	-3	-1.1	-2
> COc1cccc(-c2nnc(SCc3nc4ccccc4[nH]3)n2N)c1
 : 15	2	1	2	-1.1	2%	14	-1.4	0
> Nc1ccc(S(=O)(=O)Nc2ccc(S(N)(=O)=O)cc2)cc1
 : -1	-5	-8	-8	-1.0	6%	-18	-1.1	3
> O=C1CCCN1CCC1CCN(C2CC(=O)N(c3ccc(F)cc3)C2=O)CC1 (centres undefined)
 : 2	6	-9	6	0.4	2%	0	0.3	9
> COC(=O)c1ccccc1NC(=O)CN1CCC(n2nnc3cc(F)ccc32)CC1
 : -14	1	2	7	1.6	2%	-14	1.7	4
> CCOC(=O)C1=C(O)CSC1=Nc1cccc(Cl)c1
 : 11	-3	16	11	-2.4	6%	-15	0.4	-18
> Cc1oc(-c2ccccc2F)nc1CS(=O)(=O)CC(=O)NCCCN(C)C1CCCCC1
 : 1	-4	10	0	-1.0	5%	-2	-1.7	8
> CC1(C)CC(=O)C(CC(=O)Nc2ccc(S(N)(=O)=O)cc2)=C(O)C1
 : -31	-19	-9	9	0.7	5%	-30	-1.9	2
> COc1cc2c(cc1OC)CN(C(=O)NS(=O)(=O)c1ccc(C)cc1)CC2
 : 2	-17	-2	12	0.0	6%	-1	-2.2	-5
> COc1cc(C(=O)Nc2ccc(S(=O)(=O)N3CCCCC3C)cc2)cc(OC)c1OC (centres undefined)
 : 9	-7	7	18	-0.6	7%	6	-1.1	-5
> COc1ccccc1C(=O)N1CCNC(=O)C1CC(=O)Nc1ccc(Cl)cc1 (centres undefined)
 : 11	5	-14	18	-1.1	5%	1	-1.3	6
> COc1ccc(C2NC(=O)c3ccccc3O2)c(OC)c1OC (centres undefined)
 : 11	5	-26	2	-0.2	12%	1	-1.9	-18
> Cc1nc2nc(C)c(CCC(=O)N3CCOCC3)c(C)n2n1
 : 2	-1	-9	-7	0.1	15%	-11	-3.1	14
> Cc1oc(-c2ccccc2F)nc1CS(=O)(=O)CC(=O)NCCCc1ccccc1
 : -4	-1	-23	-3	0.8	3%	7	-1.2	-1
> COc1nc(NCc2ccco2)nc(N2CCC(C)CC2)n1
 : -2	-1	-6	4	1.7	5%	59	5.6	-10
> CCN(CC)CCCN(Cc1cc2cc3c(cc2[nH]c1=O)OCO3)C(=O)Nc1ccccc1OC
 : -6	-26	-22	4	-0.3	15%	-4	-2.6	6
> CN(c1cccc(NC(=O)CN2C(=O)c3ccccc3S2(=O)=O)c1)S(C)(=O)=O
 : 0	-1	-14	-12	-0.4	3%	-4	-1.5	2
> Cc1ccc(-c2nc3cccnc3s2)cc1NC(=O)c1ccco1
 : -17	-1	21	-2	-0.2	7%	-5	0.0	59*
> C=CCn1c(=N)c(C(=O)OCC)cc2c(=O)n3cccc(C)c3nc21
 : nt	-428[fluorescence artefact?]	-10	-9	0.6	0%[fluoresces]	4	5.0	-10
> O=C(CCCn1c(=O)oc2ccccc21)N1CCc2ccccc2C1
 : -8	0	8	-1	0.9	3%	12	-1.1	6
> O=C(NCc1ccccc1)c1c(F)c(F)c(F)c(F)c1F
 : 27	-3	-23	-5	-1.7	7%	5	2.1	-6
> O=C(CSc1ncn[nH]1)c1ccc2c(c1)OCO2
 : 4	6	5	-8	-0.4	6%	-2	-2.8	7
> Cc1nc(N(C)C)c2sc(=S)n(C)c2n1
 : -5	-5	-18	26	0.2	5%	-5	-0.9	-1
> Cc1ccc(C(=O)NC2CC(C)(C)NC(C)(C)C2)c(C)c1
 : 7	3	10	-10	-0.3	3%	6	-2.5	4
> CCOCCCNc1nc2ccccc2[nH]1
 : -4	4	12	16	-0.4	4%	-12	-1.5	7

Additional results follow.
Second line of a record: 5HT1a antag	MMP13 inh	RORa activator	HTR1E antagonist	HTR1E agonist	NADH enzymes	tolC growth inh	5HT1a ag	SF-1 act
> Cc1ccc(N=Cc2nc(-c3ccco3)oc2O)cc1
 : 4	-6	47	4	-0.2	4%	5	0.7	104*
> Cc1c(NC(=O)C2CCCN2C(=O)c2cccs2)c(=O)n(-c2ccccc2)n1C (centres undefined)
 : -7	2	-4	-4	-0.3	5%	-15	0.3	-1
> Cc1ccc(C2C(C(=O)c3sc(C)nc3C)=C(O)C(=O)N2CCCN(C)C)o1 (centres undefined)
 : -7	0	-9	-3	-0.2	7%	-22	0.7	18
> C=CCN1C(=O)C2C(C(=O)NC)C3(C)C=CC2(O3)C1C(=O)NCc1ccc(OC)cc1 (centres undefined)
 : 10	-2	-2	0	-0.6	1%	-14	-2.9	-5
> COc1ccc2nc(SCC(=O)N(C)C3CCCCC3)c(C#N)cc2c1
 : -4	-11	-14	-2	0.4	8%	63*	1.7	-9
> COc1cccc(C(=O)NC2=NCCS2)c1
 : -3	-9	4	9	-1.6	1%	2	-2.0	37
> CCn1c(CNC(=O)c2ccc3c(c2)OCO3)nnc1SCC(=O)Nc1cc(C)ccc1OC
 : -4	1	1	-6	-0.6	1%	8	-2.4	-4
> CCCNCc1cc(OCC)c(OCC(N)=O)cc1Br
 : 4	0	-1	-9	0.0	1%	4	-3.3	2

Profiles, quoted from the list. Screens in order: 5HT1a antag, MMP13 inh, RORa activator, HTR1E antagonist, HTR1E agonist, NADH enzymes, tolC growth inh, 5HT1a ag, SF-1 act
`C=CCN1C(=O)C2C(C(=O)NC)C3(C)C=CC2(O3)C1C(=O)NCc1ccc(OC)cc1` (centres undefined) in the list: 10, -2, -2, 0, -0.6, 1%, -14, -2.9, -5
`Cc1ccc(C2C(C(=O)c3sc(C)nc3C)=C(O)C(=O)N2CCCN(C)C)o1` (centres undefined) in the list: -7, 0, -9, -3, -0.2, 7%, -22, 0.7, 18
`Cc1ccc(N=Cc2nc(-c3ccco3)oc2O)cc1` in the list: 4, -6, 47, 4, -0.2, 4%, 5, 0.7, 104*
